Compound activity deposited in PubChem by several laboratories.
Peg3 promoter = inhibitors of Peg3 promoter; HeLa PEG-Prom luciferase reporter, luminescence, overnight; inhibition, % at 20 µM; 360,000 compounds, 1.7% hits;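 active = inhibition of at least 50% at 20 µM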
NR2E3 ag-1 = agonists of human nuclear receptor NR2E3; inhibition of corepressor binding, % at 4.78 µM; 320,000 compounds, 0.12% hits; Q9Y5X4; AID 2300; GST-NR2E3/biotin-RetCOR TR-FRET, 1536-well;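 active = percent inhibition above the cutoff of mean plus 3 SD of all tested compounds, set per screening campaign, cut at about 20% in these data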;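 note: 0% = DMSO wells and 100% = biotin wells as full block of FRET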
Target sequence (Q9Y5X4 whole entry, looked up): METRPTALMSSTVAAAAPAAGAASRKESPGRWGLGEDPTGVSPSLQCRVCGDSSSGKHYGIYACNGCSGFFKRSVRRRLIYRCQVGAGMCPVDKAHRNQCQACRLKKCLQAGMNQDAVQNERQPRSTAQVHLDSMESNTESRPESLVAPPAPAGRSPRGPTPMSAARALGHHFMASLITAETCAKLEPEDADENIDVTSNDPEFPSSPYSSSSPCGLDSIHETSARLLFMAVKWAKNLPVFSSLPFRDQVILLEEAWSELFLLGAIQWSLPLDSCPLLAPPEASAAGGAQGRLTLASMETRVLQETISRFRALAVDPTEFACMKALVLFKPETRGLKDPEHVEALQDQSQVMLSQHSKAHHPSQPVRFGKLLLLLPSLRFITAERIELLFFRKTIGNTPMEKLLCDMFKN
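Material: NR2E3–RetCOR corepressor complex / Amount: 1.35 nM GST-NR2E3 / Medium: Tris pH 7.5 / Compound: single nominal compound dose of 4.8 µM / Incubation: 5 h at 4 °C / Technique: TR-FRET, Eu(K)-anti-GST donor, streptavidin-D2 acceptor, ex 340, em 617/671 nm / Read-out basis: percent loss of FRET ratio relative to control wells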
TROY NFkB inh = TROY signaling inhibition; Q293 LMP1-TROYcd NF-kB luciferase reporter, 4 h; inhibition, % at 10 µM; 360,000 compounds, 0.98% hits;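 active = compounds whose plate-normalised and pattern-corrected inhibition of the luciferase reporter signal at the single screening dose is 50% or more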
KKLEB cytotox = reduces viability of KKLEB cystic fibrosis airway cells; KKLEB CF airway cells viability, ATPlite luminescence, overnight; stronger effect = lower value; cells stimulated with P. aeruginosa culture filtrate; 360,000 compounds, 0.36% hits; AID 602141; activity change (cytotoxicity), % at 5 µM;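 active = corrected activity change at or below -50% at 5 µM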
TWEAK Fn14 block = inhibitors of TWEAK-Fn14 interaction signaling; TWEAK-stimulated Fn14 reporter cells, luciferase luminescence, 8 h; inhibition, % at 10 µM; 360,000 compounds, 2% hits; AID 1159606; in the data active = inhibition above about 50%
TRAIL sens C8 = sensitizes caspase-8 expressing cells to TRAIL; NB7+C8 cells + TRAIL, ATPlite viability luminescence; inhibition (viability loss, TRAIL sensitization), % at 10 µM; 360,000 compounds, 1% hits; AID 624354;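 active = compounds causing at least 50% loss of cell viability in the single-dose screen, relative to plate controls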
MITF TRPM1 inh = inhibitors of MITF-driven TRPM1 promoter in melanoma cells. SK-MEL-5 TRPM1 promoter luciferase, 24 h. inhibition, % at 12.5 µM. 330,000 compounds, 0.83% hits. AID 488899;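 active = mean inhibition across replicates of 60% or more, whatever share of single replicates reaches that level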; note: values of inactives mirror those of a sister screen read the other way
NR2E3 ag-2 = activates human NR2E3 receptor | Q9Y5X4 | CHO-S Gal4-NCOR/VP16-NR2E3 two-hybrid, luciferase | AID 602229 | 360,000 compounds, 0.35% hits | inhibition of corepressor binding, % at 3.98 µM;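 active = inhibition above the mean of all tested compounds plus 3 SD, cut at about 70% in these data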;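 note: 0% = DMSO with NR2E3 transfected cells and 100% = cells lacking NR2E3 construct; higher means lower luciferase signal from less NR2E3 corepressor binding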
HIF-2a block = inhibitors of HIF-2a. 786-0 RCC cells HIF-2a reporter, luciferase luminescence, overnight. inhibition, % at 18.8 µM. AID 624352. 360,000 compounds, 0.72% hits;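 active = inhibition of the luminescence signal of 40% or more relative to plate controls, in a single-dose primary screen at 18.75 µM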
CF NFkB inh = blocks PAF-induced NF-kB reporter in cystic fibrosis cells; KKLEB NF-kB-GFP reporter, GFP fluorescence overnight; inhibition, % at 5 µM; 360,000 compounds, 0.86% hits; AID 588850;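 active = at least 50% inhibition at 5 µM, scaled per plate between neutral and stimulator controls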;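 note: PAF is a Pseudomonas aeruginosa culture filtrate used as stimulus; plate controls were PAF-stimulated DMSO wells for no effect and unstimulated DMSO wells for full effect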
Shn3 inh set2 = inhibitors of Schnurri-3 3'UTR reporter in osteoblasts; Clone20 osteoblast Shn3 3'UTR firefly luciferase, 24 h; inhibition, % at 12.5 µM; 360,000 compounds, 0.52% hits;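 active = mean inhibition of at least 75% with every replicate also reaching 75%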;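 note: 0% = median of neutral control wells and 100% = pilot-screen positive control compound; some compounds past the cut are filed as inactive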
Starred values were filed as active, the others as inactive; . = no result given. This is a subset, so the mix of outcomes need not match the whole.

1	COc1ccc(-c2nn(-c3ccccc3)cc2/C=N/Nc2ccc3ccccc3n2)cc1OC
2	Cc1cc(C)n2nc(SCC(=O)c3ccc[nH]3)nc2n1
3	CCCCN(C(=O)CN1C(=O)C2CC=CCC2C1=O)c1c(N)n(CCC)c(=O)[nH]c1=O (configuration not stated)
4	CCn1nnc(NC(=O)COc2ccc([N+](=O)[O-])cc2)n1
5	Cc1cc(F)ccc1S(=O)(=O)N1CCCOC1CNC(=O)C(=O)NCc1ccc2c(c1)OCO2 (configuration not stated)
6	CCN(CC)C(=O)Cn1cc(S(=O)(=O)CC(=O)N2CCCCCC2)c2ccccc21

Compound	1	2	3	4	5	6
Peg3 promoter	-12	5	-3	14	16	-1
NR2E3 ag-1	2	-1	1	2	0	-4
TROY NFkB inh	27	10	-2	-15	9	-22
KKLEB cytotox	6	3	14	8	10	-2
TWEAK Fn14 block	46	-2	-6	-5	-10	-15
TRAIL sens C8	-8	-4	3	-7	11	-31
MITF TRPM1 inh	13	10	12	-10	1	-11
NR2E3 ag-2	-23	-8	-4	-9	-21	-5
HIF-2a block	-64	-3	10	10	20	3
CF NFkB inh	1	5	12	0	-16	0
Shn3 inh set2	8	-3	-4	-19	-13	-3

7	N#C/C(=C\c1ccccc1[N+](=O)[O-])C(=O)Nc1ccc(S(N)(=O)=O)cc1
8	CCOc1cccc2c1OC1(C)CC2NC(=O)N1c1cccc(F)c1 (configuration not stated)
9	COc1ccc(NS(=O)(=O)c2ccc(OC)c(NC(=O)CCC3CCCC3)c2)cc1
10	O=C(O)c1cc(NC(=O)c2ccc(Br)cc2)cc(NC(=O)c2ccc(Br)cc2)c1
11	COc1ccccc1N1CCN(C(C)C(=O)Nc2ccc(S(=O)(=O)N3CCOCC3)cc2)CC1 (configuration not stated)
12	O=[N+]([O-])c1ccc(-c2nc(=S)c3c(o2)CCCC3)cc1

Compound	7	8	9	10	11	12
Peg3 promoter	11	13	30	-7	12	-223
NR2E3 ag-1	1	3	-5	3	4	4
TROY NFkB inh	3	-9	6	-3	15	-40
KKLEB cytotox	2	3	-2	1	4	1
TWEAK Fn14 block	24	-4	11	0	-9	-1
TRAIL sens C8	-1	-4	13	5	18	-5
MITF TRPM1 inh	15	-4	10	8	5	4
NR2E3 ag-2	-6	-2	4	-20	-9	-33
HIF-2a block	15	14	17	6	12	-119
CF NFkB inh	14	-7	6	4	-22	-13
Shn3 inh set2	7	9	24	-4	28	-1

13	CCc1cc2c(=O)c(-c3cnn(-c4ccccc4)c3)c(C(F)(F)F)oc2c(CN(C)C)c1O
14	O=C(Nc1ccccc1C(=O)NCc1cccnc1)c1ccccc1F
15	COc1ccc(C(=O)N/N=C/c2c(CO)cnc(C)c2O)cc1
16	O=C(CSc1nnc(-c2cccnc2)n1CCc1ccccc1)NCc1ccccc1
17	COCc1ccc(C(=O)N2CCCC(C(=O)c3cc(F)ccc3F)C2)s1 (configuration not stated)
18	Cc1ccccc1-c1cc(=O)c2c(O)cccc2o1

Compound	13	14	15	16	17	18
Peg3 promoter	11	3	14	13	10	-116
NR2E3 ag-1	4	-1	-7	-3	-1	-2
TROY NFkB inh	3	19	-1	1	-9	-20
KKLEB cytotox	-20	8	10	-3	2	4
TWEAK Fn14 block	6	6	-4	-19	-2	3
TRAIL sens C8	-10	6	11	-2	0	-8
MITF TRPM1 inh	0	-2	12	-1	-4	-3
NR2E3 ag-2	-8	-7	-5	-5	10	-34
HIF-2a block	34	-2	3	1	-8	-85
CF NFkB inh	12	1	2	4	9	-23
Shn3 inh set2	-16	-18	26	4	-5	-11

19	N#CCCN/N=C(/Cc1nc2ccccc2[nH]1)c1cccc(Cl)c1
20	COc1ccc(-c2c(-c3ccccc3)n(C)c3ccccc23)cc1
21	COCCCn1c(-c2ccc(S(=O)(=O)N3CCOCC3)cc2)csc1=Nc1ccccc1
22	CCc1c(C)sc(NC(=O)c2ccc(Br)o2)c1C(=O)OC
23	O=c1cc(-c2ccccc2Cl)oc2c(NS(=O)(=O)c3cc(Cl)cc(Cl)c3O)ccc(O)c12
24	Cc1ccc(S(=O)(=O)NCC(=O)N/N=C/c2ccccc2O)cc1

Compound	19	20	21	22	23	24
Peg3 promoter	-47	-3	9	-40	43	22
NR2E3 ag-1	3	.	2	9	4	2
TROY NFkB inh	-5	8	29	-24	68*	36
KKLEB cytotox	6	0	0	13	-15	7
TWEAK Fn14 block	-10	2	71*	13	65*	7
TRAIL sens C8	-2	2	25	9	-18	4
MITF TRPM1 inh	-1	10	29	10	1	21
NR2E3 ag-2	-19	13	-11	2	-20	-9
HIF-2a block	-15	-5	12	-72	0	11
CF NFkB inh	-8	3	-15	6	44	-2
Shn3 inh set2	-11	3	91*	-8	1	56

25	O=C(COn1nnc2ccc(S(=O)(=O)N3CCOCC3)cc21)NCCc1ccccc1
26	COc1cccc(-c2nnc(SCC(=O)Nc3cc(C)on3)o2)c1
27	CCSc1nc2ccccc2n1Cc1cccc([N+](=O)[O-])c1
28	CC(C)OC(=O)c1c(NC(=O)c2cccs2)sc2c1CCCC2
29	O=C(CN1C(=O)c2ccccc2S1(=O)=O)Nc1cccc(S(=O)(=O)N2CCCCC2)c1
30	CCN(c1ccccc1)S(=O)(=O)c1cc([N+](=O)[O-])ccc1N

Compound	25	26	27	28	29	30
Peg3 promoter	-18	-117	20	-20	-2	19
NR2E3 ag-1	3	5	-1	5	.	3
TROY NFkB inh	-22	-26	9	1	-16	12
KKLEB cytotox	7	-3	-9	2	10	-4
TWEAK Fn14 block	-4	-1	11	-15	-1	-8
TRAIL sens C8	10	10	10	-6	5	0
MITF TRPM1 inh	4	-18	17	-17	.	-10
NR2E3 ag-2	-17	-16	-28	10	-3	-27
HIF-2a block	5	-105	15	17	18	16
CF NFkB inh	-13	1	5	-1	-1	-6
Shn3 inh set2	-16	-13	14	1	-22	-6

31	CCCCc1nc2ccccc2n1Cc1nnc2n1-c1ccccc1SC2
32	CCOc1ccc(C)cc1S(=O)(=O)n1cnc2ccccc21
33	Cc1ccccc1NC(=O)N1CCN(C/C=C/c2ccccc2)CC1
34	CC(=O)N/C(=N\c1nc(C)cc(C)n1)Nc1ccc2ccccc2c1
35	Nc1nnc(Cc2ccc(Cl)c(Cl)c2)s1
36	CCC(=O)N(c1nnc(SCC(=O)Nc2sccc2C(N)=O)s1)C1CC1

Compound	31	32	33	34	35	36
Peg3 promoter	-12	37	11	-64	26	6
NR2E3 ag-1	-2	-3	2	-2	-1	.
TROY NFkB inh	22	0	18	77*	.	-11
KKLEB cytotox	-5	-28	6	-5	20	-1
TWEAK Fn14 block	-10	21	-10	74*	4	26
TRAIL sens C8	-13	18	6	24	6	-5
MITF TRPM1 inh	14	26	-9	-46	9	.
NR2E3 ag-2	-4	0	-6	10	8	17
HIF-2a block	15	22	17	-77	6	-1
CF NFkB inh	2	10	-14	-34	-17	-23
Shn3 inh set2	3	-18	.	7	8	-12

37	CCN1/C(=C/c2sc(-c3ccccc3C)c[n+]2C)Sc2ccccc21
38	COC(C(=O)Nc1ccnn1C1CCN(Cc2ccccn2)CC1)c1ccccc1 (configuration not stated)
39	O=C(Oc1c(Cl)cc(Cl)c2cccnc12)c1ccco1
40	O=C(NCc1ccccc1)C(c1ccc(Cl)cc1)N(C(=O)c1csnn1)C1CC1 (configuration not stated)
41	Cc1cc(=O)oc2cc(OCC(=O)OCC(=O)NC3CC3)ccc12
42	C=CCN(CC=C)C(=S)NCCc1ccc(OC)c(OC)c1

Compound	37	38	39	40	41	42
Peg3 promoter	38	-2	56*	21	4	11
NR2E3 ag-1	.	-2	2	2	3	2
TROY NFkB inh	47	6	58*	1	10	-6
KKLEB cytotox	-36	12	8	6	-1	2
TWEAK Fn14 block	63*	-5	86*	32	8	-7
TRAIL sens C8	36	-1	-4	26	-2	3
MITF TRPM1 inh	86*	1	24	-3	0	15
NR2E3 ag-2	90*	-5	-8	-2	-19	-12
HIF-2a block	-76	11	-12	12	15	15
CF NFkB inh	34	13	0	15	2	-10
Shn3 inh set2	90*	0	64	-9	-4	11

43	COc1ccccc1-c1cnc2c(c1)C(=O)N([C@@H](C)CO)C[C@@H](C)[C@H](CN(C)C(=O)c1cccnc1)O2
44	COc1ccc(NC(=O)c2ccc(NC(=O)COC(=O)c3cnc(C)cn3)cc2)cc1
45	CCCNS(=O)(=O)c1ccc(NC(=O)c2cccnc2)cc1
46	COc1ccc(-c2c(NC(=O)c3ccco3)oc3c(C)cccc3c2=O)cc1OC
47	CC(=O)Nc1ccc(S(=O)(=O)NC2=NCN(c3cccc([N+](=O)[O-])c3)CN2)cc1
48	Cc1noc(/C=C/c2ccccn2)c1[N+](=O)[O-]

Compound	43	44	45	46	47	48
Peg3 promoter	-2	-49	19	-7	-17	26
NR2E3 ag-1	.	2	0	-1	5	3
TROY NFkB inh	-1	-23	-10	-6	-13	23
KKLEB cytotox	0	0	2	-2	-7	-11
TWEAK Fn14 block	-3	-2	19	0	5	56*
TRAIL sens C8	-1	-6	-1	-6	-2	20
MITF TRPM1 inh	.	-15	8	1	12	54
NR2E3 ag-2	-32	-46	2	1	-5	-4
HIF-2a block	15	-54	24	2	10	73*
CF NFkB inh	-9	-36	-10	-19	5	5
Shn3 inh set2	-10	-27	4	-17	-23	-54

49	CCN(CC)c1ccc(NC(=O)CN2C(=O)CC(C)(C)S(=O)(=O)c3ccccc32)c(C)c1
50	CCCCOC(=O)c1ccc(NC(=O)c2cnc3n(c2=O)CCS3)cc1
51	CN(Cc1ccccc1)C(c1cc2ccccc2o1)c1nnnn1C(C)(C)C (configuration not stated)
52	N=c1oc2ccccc2cc1C(=O)Nc1ccc(F)cc1
53	Cc1coc2c(C)c3oc(=O)c(CCC(=O)N(C)CC(=O)O)c(C)c3cc12

Compound	49	50	51	52	53
Peg3 promoter	10	-1	.	-88	-2
NR2E3 ag-1	-2	0	.	.	-1
TROY NFkB inh	-8	-8	-3	-81	-10
KKLEB cytotox	6	-4	.	-28	5
TWEAK Fn14 block	-4	26	4	62*	10
TRAIL sens C8	-3	19	9	13	-3
MITF TRPM1 inh	5	7	.	8	9
NR2E3 ag-2	-15	-6	4	18	9
HIF-2a block	7	13	-2	-215	10
CF NFkB inh	-18	0	.	12	4
Shn3 inh set2	65	66	.	-61	12
